KB-V1 cytotox: qHTS assay for MDR1-selective chemotherapeutics: Primary screen using the drug-selected MDR subline cells KB-V1; KB-V1 MDR cells viability, CellTiter-Glo, 72 h; Potency, µM (series often up to 46.1 µM), for inactives: top-dose activity change, negative = cytotoxicity, most hits filed as cytotoxic; 400,000 tested, 3.4% active; AID 1347076, 2019; further: potency means the concentration at half of the fitted maximal effect; on the % scale 0 is the no-effect control and ±100 the full control effect; nearly all actives have a fitted effect of over 60% in size
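In this primary screen, KB-V1 cells overexpressing P-gp are incubated with library compounds (lowest to highest concentration) for 72 h at 37 degrees C before a luminescent ATP viability read.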
DRD3 antagonist: qHTS of D3 Dopamine Receptor Antagonist: qHTS; D(3) dopamine receptor (Homo sapiens), P35462; D3R cells, DiscoveRx beta-arrestin luminescence, antagonist mode; active compounds read low; max response, negative = inhibition, %; 360,000 tested, 2.5% active; AID 652054, 2013; in the data active means max response below about -50%; inconclusive means no clear call, values can overlap the other calls; further: on the % scale 0 is the no-effect control and ±100 the full control effect; mostly tested at two doses, the higher about 12 µM
Target sequence (P35462 whole entry, looked up): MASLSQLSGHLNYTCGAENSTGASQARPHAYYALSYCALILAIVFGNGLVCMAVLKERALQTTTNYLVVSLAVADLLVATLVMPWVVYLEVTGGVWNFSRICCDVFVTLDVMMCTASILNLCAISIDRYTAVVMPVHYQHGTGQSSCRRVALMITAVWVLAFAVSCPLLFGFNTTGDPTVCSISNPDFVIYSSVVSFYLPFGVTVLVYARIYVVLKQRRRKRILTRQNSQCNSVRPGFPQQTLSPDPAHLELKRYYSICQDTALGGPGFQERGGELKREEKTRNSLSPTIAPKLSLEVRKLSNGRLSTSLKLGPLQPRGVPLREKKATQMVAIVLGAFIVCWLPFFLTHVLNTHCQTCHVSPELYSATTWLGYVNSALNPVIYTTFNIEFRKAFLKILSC
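Cells plated overnight at 1500 cells/well, then exposed to library compounds with dopamine controls for 90 minutes at 37 degrees C. DiscoveRx reagent added for 30–60 minutes at room temperature; luminescence read, quantitative HTS format.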
GLP1R ag: qHTS of GLP-1 Receptor Agonists | Glucagon-like peptide 1 receptor (Homo sapiens), P43220 | HEK293 GLP-1R CRE-luciferase, luminescence, 4-6 h; cells express a hypersensitive GLP-1R form | Potency, µM (series often up to 45.6 µM), inactives show at the highest dose activation, actives largely listed as activators | 380,000 tested, 0.007% active; further: potency means the concentration at half of the fitted maximal effect; % of control where 0% means no effect
Target sequence (P43220 whole entry, looked up): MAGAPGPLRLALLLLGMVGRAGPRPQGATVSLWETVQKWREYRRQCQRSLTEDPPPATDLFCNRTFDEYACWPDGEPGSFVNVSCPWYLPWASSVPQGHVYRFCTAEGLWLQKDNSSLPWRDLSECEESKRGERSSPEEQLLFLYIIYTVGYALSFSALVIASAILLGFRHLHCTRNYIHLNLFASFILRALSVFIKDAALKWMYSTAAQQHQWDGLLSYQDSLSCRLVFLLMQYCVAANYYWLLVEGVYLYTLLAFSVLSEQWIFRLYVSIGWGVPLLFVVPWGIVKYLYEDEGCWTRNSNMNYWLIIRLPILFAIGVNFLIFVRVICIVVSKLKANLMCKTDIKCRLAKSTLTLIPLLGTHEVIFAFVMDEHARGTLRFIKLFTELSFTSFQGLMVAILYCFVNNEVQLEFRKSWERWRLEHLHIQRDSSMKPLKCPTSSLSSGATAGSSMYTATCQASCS
HT1080NT lethal: qHTS for induction of synthetic lethality in tumor cells producing 2HG: qHTS for the HT-1080-NT fibrosarcoma cell line. Potency, µM (series often up to 46.1 µM), for the others: at the top dose activity, negative = less viability, most hits filed as cytotoxic. HT-1080-NT fibrosarcoma viability, CellTiter-Glo ATP luminescence, 48 h. 360,000 tested, 1.6% active;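 further: NT is the 2HG producing partner of a matched IDH1 knockdown line; potency means the concentration at half of the fitted maximal effect; 0% = DMSO-treated cells and -100% = media-only wells without cells; nearly all actives have a fitted effect of over 55% in size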
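Compounds were tested in concentration-response format on HT-1080-NT cells for 48 hours at 37 degrees C. Cell viability came from CellTiter-Glo luminescence; curves were classified by r2, response magnitude and activity.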
D3 ag: qHTS of D3 Dopamine Receptor Agonist: qHTS; 410,000 tested, 0.58% active; D3R DiscoveRx beta-arrestin cells, luminescence, 90 min; max activation, %; AID 652048, 2013; D(3) dopamine receptor (Homo sapiens), P35462; in the data active means max activation above about 30%; further: 0% is about no effect; mostly tested at two doses, the higher about 12 µM
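Agonist-mode cell screen: cells plated at 1500/well and incubated overnight at 37 °C, then exposed to library compounds for 90 min at 37 °C. Detection reagent was added for 30–60 min at room temperature, and luminescence was read.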
SW480 rereplic: A quantitative high throughput screen for small molecules that induce DNA re-replication in SW480 colon adenocarcinoma cells; SW480 DNA re-replication, Hoechst DNA content imaging, 48 h; Potency, µM (series often up to 46.1 µM), for inactives: at the top dose re-replication activation, hits mostly activators; 340,000 tested, 1.8% active; AID 624297, 2012; further: potency means the concentration at half of the fitted maximal effect; % of control where 0% means no effect; nearly all actives have a fitted effect of over 55% in size
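Image-based DNA-content assay: after two days of treatment, nuclei were labelled with the DNA dye Hoechst and imaged, and hits were compounds raising the count of nuclei showing high fluorescence intensity.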
KB-3-1 tox: qHTS assay for MDR1-selective chemotherapeutics: Primary screen using the parental adenocarcinoma cell KB-3-1 | Potency, µM (top dose mostly 46.1 µM), without a hit: at the highest dose activity change, negative = cytotoxic, most hits filed as cytotoxic | 400,000 tested, 1.4% active | KB-3-1 viability, CellTiter-Glo ATP luminescence, 72 h; further: potency means the concentration at half of the fitted maximal effect; on the % scale 0 is the no-effect control and ±100 the full control effect; nearly all actives have a fitted effect of over 60% in size
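KB-3-1 parental drug-naive adenocarcinoma cells in DMEM/10% FBS, incubated 72 h at 37 C with pin-transferred compounds across a concentration series. Viability by CellTiter-Glo luminescence; concentration-response curves fitted after normalization.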
HT1080 IDH1KD tx: qHTS for induction of synthetic lethality in tumor cells producing 2HG: qHTS for the HT-1080-IDH1KD cell line | HT-1080 IDH1 knockdown viability, ATP luminescence, 48 h | Potency, µM (doses to about 46.1 µM), inactives show at the highest dose activity, negative = toxicity, usual class: cytotoxic | 360,000 tested, 2% active;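 further: potency means the concentration at half of the fitted maximal effect; 0% = DMSO wells and -100% = cell-free medium wells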
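In this qHTS, HT-1080 cells depleted of IDH1 are exposed for 48 h at 37 °C to compound titrations. Toxicity is scored from CellTiter-Glo luminescence, with DMSO as full viability and medium alone as none.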
IL1B secr inh: qHTS for Inhibitors of Inflammasome Signaling: IL-1-beta AlphaLISA Primary Screen; 360,000 tested, 4.7% active; AID 743279, 2014; THP-1 LPS/ATP IL-1B secretion, AlphaLISA, 16 h; active compounds read low; activity change, % at 57.5 µM; in the data active means activity change below about -50%; inconclusive means mostly about -30% to -49%; further: on the % scale 0 is the no-effect control and ±100 the full control effect
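THP-1 cells pretreated 1 hr with compounds (up to 57.5 uM final), then stimulated with LPS (250 ng/mL final) plus ATP (1.25 mM final); secreted IL-1B measured by AlphaLISA after 16 hr, decreased signal indicating inhibition.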
* hit, by the source's call; ? = inconclusive; · = not tested or not shown; & = joins results of further samples; [ ] = another dose, or the depositor's remark. Unless noted, the call rests on the fitted dose curve; in most records, active means well fitted curve in the direction sought with a large enough effect; inconclusive means small, poorly fitted or top-dose-only effect, or another doubt; inactive means no such curve, though single readings can be large; an effect the other way counts as inactive or inconclusive. No enrichment for hits; 12% or so of the library scored in one or more.

SMILES | KB-V1 cytotox | DRD3 antagonist | GLP1R ag | HT1080NT lethal | D3 ag | SW480 rereplic | KB-3-1 tox | HT1080 IDH1KD tx | IL1B secr inh
Cc1ccc(S(=O)(=O)NCCC(=O)Oc2ccc3ccc(=O)oc3c2)cc1 | -2% | -13 | 3% | 0% | -7 | 1% | 13% | 2% | -11
O=C(Nc1ccccc1N1CCOCC1)[C@@H]1O[C@H](CO)[C@H](O)[C@H](O)[C@H]1O | -1% | 0 | -1% | 10% | -6 | · | 0% | 11% | 31
COC(=O)c1[nH]nc(-c2ccccc2)c1-c1ccccc1 | -11% | -1 | 24% | -13% | 4 | -65%[inhibitor] | -1% | -7% | 0
Cn1c(=S)[nH]c2[nH]c(=O)cnc2c1=O | 3% | 15 | -2% | 0% | 0 | 7% | ? | 0% | 10
CCN(CC)C(=O)CN(c1cccc(C(F)(F)F)c1)S(C)(=O)=O | ? | 7 | 12% | 10% | -2 | -14% | -4% | 0% | -10
CC1(C)Cc2c(sc(/N=C/N3CCCC3)c2C#N)C(C)(C)N1 | ? | -25 | 10% | -1% | -1 | -8% | 2% | -2% | -13
COCC(=O)Nc1ccc2c(c1)OCC(=O)N2Cc1ccccc1F | 1% | 4 | -1% | 13% | -9 | 5% | 7% | 3% | 38
Cc1cccc(NC(=O)c2cc([N+](=O)[O-])ccc2N2CCN(C)CC2)c1 | ? | 13 | 8% | -29% | -1 | 0% | -9% | -24% | -8
COc1cccc(N=C2SC(CC(=O)Nc3ccccc3)C(=O)N2Cc2ccccn2)c1 (stereo not drawn) | ? | -5 | 10% | -19% | -6 | -4% | -8% | -15% | -63*
CCOc1ccc(/C=C(\C#N)C(=O)Nc2ccccn2)cc1 | 22% | -7 | -1% | -4% | -3 | -5% | 1% | -1% | -9
Cc1cc(NC(=O)c2cc(S(=O)(=O)N3CCCCC3)ccc2C)n(-c2ccccn2)n1 | 0% | 23 | 1% | 6% | 4 | 1% | -9% | 14% | -2
CC(=O)c1ccc(S(=O)(=O)NCC(=O)NC(c2nc3ccccc3[nH]2)C(C)C)cc1 (stereo not drawn) | ? | 5 | -2% | -2% | -6 | -18% | 1% | -1% | 1
O=C(CN(C1CCCCC1)S(=O)(=O)c1ccc(Cl)cc1)NCc1ccncc1 | -19% | -11 | -3% | 0% | -5 | 2% | -1% | -26% | -4
CC(C)(C)n1nc2c(c1NC(=O)c1ccccc1C(F)(F)F)CS(=O)(=O)C2 | 14% | -24 | 3% | 8% | -11 | 1% | 2% | 13% | -10
COc1cccc(C(C(=O)NC2CCCC2)N(C(=O)c2ccco2)c2ccccc2F)c1OC (stereo not drawn) | ? | 10 | 9% | -6% | -6 | -4% | 3% | 0% | -6
COc1ccc(NC(=O)C(c2ccc(C#N)cc2)n2c(=O)c(-c3cc4ccccc4[nH]3)nc3ccccc32)cc1 (stereo not drawn) | ? | 18 | · | -29% | 4 | · | -12% | ? | 12
CCOc1ccc(C2CC(c3ccc(CC)cc3)Nc3nc(N)nn32)cc1 (stereo not drawn) | 26% | 12 | 3% | 10% | 3 | -3% | 7% | 7% | -2
CC(=O)c1cccc(NC(=O)Cn2cnc(S(=O)(=O)N3CCCCC3)c2)c1 | ? | 3 | 2% | -1% | 2 | 25% | 9% | 10% | 21
O=[N+]([O-])c1cccc(Nc2c([N+](=O)[O-])ccc3nonc23)c1 | 8% | 0 | 2% | 2% | 0 | 0% | 0% | 18% | 40
CN1CCN(C(=O)OCCOCCOC(=O)N2CCN(C)CC2)CC1 | 17% | 21 | -6% | 3% | -1 | 0% | -6% | 3% | 1
Cc1ccccc1NC(=O)NNC(=O)OC(C)(C)C | 16% | 7 | 4% | 3% | 8 | -1% | 13% | 1% | 3
O=C(NCc1ccc(Cl)cc1)c1ccc(CNc2c(N3CCCC3)c(=O)c2=O)cc1 | -1% | 9 | -5% | 0% | 1 | -14% | -11% | 9% | 0
CC1CCN(CCCCOc2cccc(Br)c2)CC1 | 0% | ? | 4% | -4% | -32 | 3% | -9% | -11% | ?
OCCN1CCN(c2ncnc3c2ncn3[C@H]2CN(Cc3ccc(-c4ccccc4)cc3)C[C@@H](CO)O2)CC1 | 1% | 44 | -4% | 21µM* | 18 | · | -4% | ? | -16
CCCOc1ccc(C2C(C#N)=C(N)Oc3nc[nH]c(=O)c32)cc1OC (stereo not drawn) | 10% | -18 | 2% | 4% | -4 | -12% | 0% | -5% | 1
Cc1nnc(OCC(=O)NCCC2=CCCCC2)c2ccccc12 | 3% | -80* | -12% | 17% | -24 | 16µM* | -10% | 5% | 0
COc1ccc2c(CC(=O)OCC(=O)N3CCc4ccccc43)coc2c1 | 1% | 3 | -7% | 1% | 1 | ? | 4% | 0% | 13
COc1ccc(C(=O)N/N=C\c2ccoc2)cc1 | 2% | 0 | 10% | 4% | -5 | -5% | -2% | 13% | -13
CN1CCn2c1nc(N1CCCCC1)nc2=O | -6% | -15 | -5% | -3% | -9 | -12% | -4% | -1% | -3
COc1ccc(NS(=O)(=O)c2ccc(N/N=C(\C)c3ccncc3)c([N+](=O)[O-])c2)cc1 | -1% | -65* | -3% | -22% | -12 | ? | ? | ? | 22
O=C(CSc1nc2nc3c(cc2c(=O)n1-c1ccccc1)CCCC3)Nc1cccc2ccccc12 | -5% | 8 | 6% | -11% | 11 | -1% | -11% | 1% | 29
CCc1cc2c3c(c1)C1(C(=O)N3C(C)(C)C=C2C)C(C#N)=C(N)Oc2[nH]c(=O)[nH]c(=O)c21 (stereo not drawn) | ? | -7 | -1% | 23µM* | -6 | 4.1µM* | ? | 16µM* | 25
O=C(NCC1CCCCC1)C1CCCN(C(=O)NC2CCCCC2)C1 (stereo not drawn) | 4.1µM* | 0 | 0% | ? | 0 | 0% | ? | 6% | 17
O=C(CSc1c2c(nc3cc(Cl)ccc13)CCCC2)NCCN1CCOCC1 | 1% | -17 | 17% | -1% | -2 | ? | 1% | 0% | -91*
Cc1ccc(NC(=O)COC(=O)Cc2ccsc2)cc1S(=O)(=O)N(C)C | 5% | -7 | -1% | -4% | 5 | 0% | 5% | -9% | -25
OCCN(Cc1ccccc1)C(=S)NC1CCCCC1 | -11% | 8 | 13% | 22% | 4 | -9% | -1% | 1% | -2
Cc1c(C(=O)OCC(C)C)[nH]c2c1C(=O)CC(c1ccco1)C2 (stereo not drawn) | ? | -53* | -4% | 1.5µM* | -11 | 0.52µM* | 0% | 1.2µM* | 55
CCN(CC)c1ccc(/C=N/NC(=O)c2c(Cl)cnn2C)c(O)c1 | ? | 9 | -6% | ? | 5 | ? | -24% | ? | 69
C=CCn1c(SCC(=O)Nc2ccc(NC(=O)c3ccco3)c(OC)c2)nnc1-c1ccncc1 | ? | -1 | 2% | 1% | 12 | -4% | 16% | -13% | -3
CC(=O)OC[C@]1(OC(C)=O)C[C@@]23CC[C@H]4[C@@](C)(CCC[C@@]4(C)C(=O)O)[C@@H]2CC[C@@H]1C3 | ? | -8 | 4% | 17% | 22 | 4%[9.22 µM] | -9% | 16% | 50
O=C(CSC1=NCCS1)Nc1ccc(F)cc1 | 3% | -1 | 0% | 0% | 14 | 1% | ? | 3% | -13
CN1CCN(c2ccc(NC(=O)c3ccc(Oc4ccccc4)cc3)cc2)CC1 | -18% | -21 | 7% | 15µM* | -30 | 2% | ? | ? | -78*
CCOC(=O)N1CCN(c2nc(-c3ccc(OC)cc3)no2)CC1 | 0% | -18 | -5% | 17% | 9 | -5% | -8% | 10% | -17
COc1cccc2sc(=NC(=O)c3ccc(S(=O)(=O)N4CCCCC4)cc3)n(C)c12 | 9% | · | 0% | · | -8 | · | 2% | · | ·
Cc1ccc2c(c1)c1c(n2CC(O)CN2CCCCC2C)CCCC1 (stereo not drawn) | -17% | 21 | 11% | 18µM* | -4 | 18µM* | ? | ? | 0
Cc1c(C(=O)N2CCN(c3ccccc3)CC2)sc2nc3n(c(=O)c12)CCC3 | 3%&2% | -4 | -2% | -13% | 4&4 | -1% | 22%&7% | -5% | 3
COC(=O)c1ccc2c(c1)c(C#Cc1ccccc1)c(-c1ccccc1)n2C | 0% | 17 | 0% | 8% | -4 | ? | 0% | 1% | 13
COc1ccc2oc(-c3ccc(C)c(NC(=O)c4ccc(-c5ccccc5[N+](=O)[O-])o4)c3)nc2c1 | ? | · | 2% | · | 8 | · | -6% | · | ·

Random excerpt: 3 compounds from above, in no set order.
SMILES | KB-V1 cytotox | DRD3 antagonist | GLP1R ag | HT1080NT lethal | D3 ag | SW480 rereplic | KB-3-1 tox | HT1080 IDH1KD tx | IL1B secr inh
Cn1c(=S)[nH]c2[nH]c(=O)cnc2c1=O | 3% | 15 | -2% | 0% | 0 | 7% | ? | 0% | 10
COc1cccc(C(C(=O)NC2CCCC2)N(C(=O)c2ccco2)c2ccccc2F)c1OC (stereo not drawn) | ? | 10 | 9% | -6% | -6 | -4% | 3% | 0% | -6
Cc1ccc(NC(=O)COC(=O)Cc2ccsc2)cc1S(=O)(=O)N(C)C | 5% | -7 | -1% | -4% | 5 | 0% | 5% | -9% | -25
